WT yeast gro inh: growth inhibition of WT yeast, mitochondrial fusion screen; AID 1362; mitochondrial fusion phenotypic screen, WT strain; actives 2.1% (n = 190,000); inhibition, % at 10 µM; in the data active means inhibition above about 58%; tested in S. cerevisiae
Dynein cargo inh: blocks dynein driven cargo transport along microtubules | z-score, hits read low | 3617.4 mouse cells, GR-EGFP nuclear translocation imaging; test concentration mostly 20 µM; stimulated with dexamethasone, 1 µM; active compounds read low | actives 0.47% (n = 220,000);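 active means plate z-score of nuclear minus cytoplasmic receptor signal below a set negative limit, without overly bright fluorescence or cell loss, cut at about -3.5 in these data, passing the limit was not always enough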;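 further: z-score of nuclear minus cytoplasmic ring GR-EGFP intensity difference per well; some compounds called inactive have numbers as strong as hits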
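Buffer or medium: tetracycline-free induction medium containing charcoal-stripped FBS / Reagent: dexamethasone agonist, 1.0 µM final, for 30 min / Technique: automated 10x imaging of fixed Hoechst-stained cells / Times: induction 48 h, compound 1 h, agonist 30 min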
Ins promoter up: MIN6 insulin promoter up-regulation; MIN6 insulin promoter-GFP reporter, high-content imaging; active compounds read high; z-score at 5 µM; actives 0.3% (n = 190,000); AID 1625;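 active means z-score above 3 at 5 µM with at least 500 cells counted in the well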
CSM14.1 death rescue: protection against thapsigargin-triggered cell killing – 384-well, CSM14.1, ATP luminescence, primary screen (AID 1222); cellular ATP content (survival), % at 20 µM, or EC50 in µM where a hit was titrated; CSM14.1 thapsigargin-induced death rescue, ATP luminescence; higher % means a stronger effect; 190,000 tested, under 10 active;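 active means EC50 below 50 µM in the dose-response confirmation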;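 further: death triggered by thapsigargin at about 15 µM added after 2 h compound pretreatment; cell ATP read after overnight thapsigargin exposure of roughly 18 to 22 hours; normalized against plate controls of thapsigargin alone and 5% DMSO vehicle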
b-catenin transl: beta-catenin nuclear translocation modulation. HeLa beta-catenin nuclear translocation, immunofluorescence imaging. nuclear translocation activity, % at 5 µM. actives 0.3% (n = 190,000);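 active means nuclear translocation activity above 50% at 5 µM, with a well cell count of 50 or more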;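 further: per-cell ratio of nuclear to cytoplasmic median beta-catenin stain intensity; plate controls were DMSO negative control for no effect and GSK-3 inhibitor IX positive control for full effect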
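Test system: human HeLa cells, native beta-catenin. Compound dosing: 5 µM primary single dose, 0.1% DMSO, 0.02–20 µM confirmation series. Incubation: compound exposure 24 h at 37°C. Detection: beta-catenin immunostaining with DAPI counterstain, 20x imaging, 6 fields/well. Read-out basis: Nuclear/cytoplasmic beta-catenin signal ratio, % activation.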
Autophagy HCS: alters autophagy in cells; MEF GFP-LC3 puncta imaging; test concentration mostly 10 µM; calls only at 10 µM (by protocol); actives 0.98% (n = 190,000);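 active means percentage of spot-positive cells more than 3 SD above its plate mean, without a fluorescence outlier flag or 80% toxicity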;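 further: spot-positive cell cutoff set from DMSO-treated cells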
XIAP antagonists: small molecules displacing peptide from XIAP – biochemical, IAP family, fluorescence polarization (AID 1018); XIAP BIR domain, fluorescence polarization peptide displacement; higher % means a stronger effect; one-dose displacement, % at 20 µM; IC50 in µM for titrated hits; actives 0.007% (n = 200,000); in the data active means displacement above about 50%; further: a part of the inactive calls stands beside numbers as strong as those of hits
Hep lipid drop: modulators of hepatic lipid droplet formation. AML12 mouse hepatocytes, oleate lipid droplets, BODIPY imaging. inhibition, % at 6.5 µM. actives 0.4% (n = 240,000);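 active means lipid droplet intensity inhibited by at least 50%, with more than 500 cells counted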
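Material: mouse AML12 hepatocyte cell line, fixed after treatment; Timing: compound with oleate, overnight; Technique: high-content imaging of BODIPY-stained droplets and DAPI nuclei; Probe or stimulus: oleate, 100 µM final; Dosing: compound at 6.5 µM only.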
MT stabilize HCS: stabilizes microtubules in HeLa cells; HeLa tubulin immunostaining HCS, 24 h; share of cells brighter than vehicle mean+2SD; % tubulin-high responders, % at 10 µM; actives 0.83% (n = 200,000);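 active means plate Z-score above 3 for both tubulin-high and condensed-nucleus cell shares, with cell loss under 80%, at 10 µM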;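 further: anti alpha tubulin signal scored within the nucleus-defined area of each cell; some results filed as inactive read as strong as hits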
WT yeast gro inh mutant strain: further read-out of WT yeast gro inh, marked with its call; inhibition, %; mitochondrial fusion phenotypic screen, mutant strain inhibition
Dynein cargo inh cytoplasmic EGFP: also measured in Dynein cargo inh; calls as there; z-score; measured here: cytoplasmic GR-EGFP intensity; active compounds read high
Dynein cargo inh nuclear GR-EGFP: further read-out of Dynein cargo inh, marked with its call; z-score; measured here: nuclear GR-EGFP intensity;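 lower value marks the stronger effect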
Dynein cargo inh cell count: recorded beside Dynein cargo inh, whose call it bears; z-score; measured here: cell count per field
Ins promoter up cell count: further read-out of Ins promoter up, marked with its call; cell count; measured here: cytotoxicity, nuclei count;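 total cells summed across four imaged fields per well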
Hep lipid drop cells 6.5 µM: also measured in Hep lipid drop; calls as there; cell count; measured here: cell count, cytotoxicity flag;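 cells counted across two imaged fields per well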
b-catenin transl cell count 5 µM: also measured in b-catenin transl; calls as there; cell count; measured here: cell count, cytotoxicity flag
MT stabilize HCS Hoechst-high %: second read-out of MT stabilize HCS, no call of its own (marks repeat the call); % Hoechst-high responders; measured here: nuclear condensation Hoechst responders;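 share of cells brighter than vehicle mean plus two SD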
MT stabilize HCS cytotoxicity %: second read-out of MT stabilize HCS, no call of its own (marks repeat the call); toxicity, %; measured here: cytotoxicity by cell density;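 0% = mean cell density of plate MIN control wells and 100% = no cells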
Autophagy HCS cell loss 18 h: further read-out of Autophagy HCS, marked with its call; toxicity, %; measured here: cell loss, nuclei count;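 cell loss after 18 h compound exposure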
Active calls of the source: *; i = inactive; . = no result given.

SMILES	WT yeast gro inh	WT yeast gro inh mutant strain	Dynein cargo inh	Dynein cargo inh cytoplasmic EGFP	Dynein cargo inh nuclear GR-EGFP	Dynein cargo inh cell count	Ins promoter up	Ins promoter up cell count	CSM14.1 death rescue	b-catenin transl	b-catenin transl cell count 5 µM	Autophagy HCS	Autophagy HCS cell loss 18 h	XIAP antagonists	Hep lipid drop	Hep lipid drop cells 6.5 µM	MT stabilize HCS	MT stabilize HCS Hoechst-high %	MT stabilize HCS cytotoxicity %
COCCNC(=O)Cn1cc(S(=O)(=O)N2CCN(c3ccccc3F)CC2)c2ccccc2c1=O	-3	9	0.49	-0.18	0.53	0.09	0.47	1100	.	-1.4	1043	i	10	-7.7%	-1	714	4.3	2.4	10
CCO[C@@H]1OC(C(=O)NCc2nc3ccccc3[nH]2)=C[C@H](C2CC2)[C@H]1CCCO	9	13	0.59	-0.088	0.81	-2.3	0.93	1307	-2.0%	8.8	1044	i	-46	-6.1%	-10	725	28*	40*	33*
Cc1cc(C)nc(N(C#N)S(=O)(=O)c2ccccc2)n1	-3	5	1.8	-0.29	0.57	-0.22	0.51	1380	-1.2%	-4.1	860	i	-7	-3.0%	.	.	2.8	2.4	8.4
CCOC(=O)c1cc(-c2nnc(-c3ccc(Oc4ccccc4)cc3)o2)c(C)nc1C	8	4	-0.33	-0.23	0.066	0.18	-1.6	1446	.	-0.5	1121	.	.	-3.2%	-8	683	3.2	1.9	6.4
CCn1c(CNC(=O)COc2ccc(C(C)C)cc2)nnc1SCC(=O)Nc1cc(F)ccc1C	-22	-15	0.012	-0.098	0.48	-0.32	-0.15	1635	-0.1%	0.7	1351	i	-10	-0.9%	.	.	2.8	2.0	8.2
Cc1cc(C)nc(-n2ncc3c2CC(c2ccccc2C)CC3=O)n1 (stereo not drawn)	-1	-12	-0.66	-0.13	-0.13	1.6	-0.62	1455	1.3%	-1.4	1160	i	2	-4.8%	-5	672	5.3	3.2	13
COC(=O)Cc1ccc(NC(=S)NNC(=O)c2ccccc2Br)cc1	-3	-27	0.28	-0.24	-0.19	-0.26	-0.25	1326	1.5%	1.6	1081	i	-13	-1.9%	2	725	3.6	3.7	13
O=C(COC(=O)C1CCC1)Nc1ccccc1Sc1ccccc1	-11	-22	-1	-0.28	-0.8	0.71	0.17	1564	0.0%	-1.7	1051	i	-6	-14%	-8	682	3.2	2.8	12
CC(C)(O)C#Cc1ccc(C(=O)NCc2cccs2)s1	-31	3	-0.95	-0.2	-0.58	0.9	.	.	-1.7%	.	.	i	1	-5.5%	.	.	1.6	2.5	5.9
COc1ccc(C(=O)CC(Nc2ccc([N+](=O)[O-])cc2)c2ccc(OC)cc2)cc1 (stereo not drawn)	6	-2	-0.41	-0.22	-0.47	0.59	0.04	1974	-1.8%	-0.6	1002	i	8	1.8%	-13	690	2.5	1.9	7.4
COc1ccc(S(=O)(=O)NCc2ccccc2)cc1	-30	-24	-1.1	0.52	-0.33	0.88	0.89	946	3.0%	0.4	1028	i	-8	-2.7%	10	818	1.7	1.9	3.7
c1ccc(CC2CCCNC2)cc1 (stereo not drawn)	2	-13	-0.14	-0.27	0.13	0.46	0.89	1412	-1.6%	2.7	1028	i	-6	-2.2%	0	660	1.6	0.7	9.3
Cc1cc(NC(=O)COC(=O)C2CCN(S(=O)(=O)c3cccc(Cl)c3Cl)CC2)no1	-3	-1	0.78	0.075	0.84	-0.86	0.1	852	4.0%	-4.2	1202	i	0	-5.3%	-9	759	1.1	1.2	1.6
C/C(CC(=O)NCc1ccc(Cl)cc1)=N\NC(=O)Cc1ccccc1	-12	-23	-0.66	-0.31	-0.73	0.61	-4.1	616	-3.0%	.	.	i	7	-8.0%	-5	709	1.9	3.4	10
CC1(C)CC(CCNC(=O)CCl)(c2ccccc2)CCO1 (stereo not drawn)	.	.	-0.45	-0.11	-0.23	-0.33	0.17	1019	.	1.1	1241	.	.	.	19	794	.	.	.
C/C(NCCN1CCOCC1)=C(\C#N)C(N)=O	3	1	0.55	-0.18	0.35	-1	0.26	1145	-2.6%	1.0	1181	i	-5	-2.3%	8	705	4.0	2.5	7.4
c1cc2ccc3ccc(CN4CCOCC4)c4ccc(c1)c2c34	4	4	-0.64	-0.11	-0.98	-1.3	-0.55	1676	0.3%	0.2	1355	i	-3	-6.0%	.	.	3.1	2.0	4.7
COc1cc(CC(=O)NCCc2ccc(S(N)(=O)=O)cc2)cc(OC)c1OC	-2	7	-0.27	-0.083	0.16	-0.79	-0.2	857	-0.8%	-3.1	1172	i	-5	-4.3%	6	802	2.7	1.7	9.7
N#CCCn1nc(-c2ccccc2)cc1Nc1ccccc1NC(=O)c1cccs1	5	6	0.31	-0.16	0.57	-0.16	-0.94	1260	1.6%	-2.9	830	i	-2	-4.6%	.	.	2.3	2.7	5.1
COc1ccc(Cl)cc1N1C(=O)C2CCCN2C1c1sccc1C (stereo not drawn)	-20	-16	0.66	-0.33	0.2	0.2	1.8	1311	-0.2%	-4.1	952	i	4	-5.8%	.	.	4.4	1.5	10
Cn1c(N)c(C(=O)c2ccc(Oc3ccccc3)cc2)c(=O)n(C)c1=O	2	-15	-0.0067	-0.14	-0.27	-0.34	0.28	1287	-2.3%	.	.	i	31	-2.0%	-16	661	2.6	2.4	3.2
CC1CCC(C(C)C)C(OCC(O)C[N+]2(C)CCCCC2)C1 (stereo not drawn)	-5	-2	-0.86	-0.26	-0.41	1.1	-0.19	1395	0.4%	0.0	1110	i	-5	0.6%	-2	713	2.3	1.7	8.2
CCc1ccc([C@@H]2C[C@H]3CN(Cc4ccccc4OC)C(=O)[C@]34CCCN24)cc1	29	-9	1.9	0.52	1.2	-1.6	0.3	1496	1.2%	-3.2	958	i	18	-4.8%	-21	707	2.2	2.5	6.7
Cc1c(C(=O)C(=O)NCc2ccco2)c2ccccc2n1C	-14	8	0.43	-0.32	0.9	-0.83	1.2	1287	-0.5%	0.4	1008	i	-8	-1.7%	10	717	4.4	3.9	6.6
CCOC(=O)CSc1nc2ccc(N3CCOCC3)cc2c(=O)n1Cc1ccccc1	7	17	-0.39	-0.21	-0.12	0.064	1.3	831	1.8%	.	.	i	-5	-6.8%	-36	759	2.1	1.5	6.0
Cc1ccc(S(=O)(=O)N2CC3CCCN3c3ccc(C(F)(F)F)cc32)cc1 (stereo not drawn)	1	-18	-0.68	-0.22	-0.55	0.3	.	.	2.1%	.	.	i	2	-3.9%	.	.	3.5	1.4	7.7
O=C(ONC1=NCCCCC1)c1cccc([N+](=O)[O-])c1	-13	1	0.85	-0.14	0.62	-0.86	0.04	1120	1.9%	-0.9	1084	i	-2	-2.5%	10	703	6.0	3.5	6.4
CCOC(=O)N1CCN(C(=O)CS(=O)Cc2nc(-c3ccc(C)cc3)oc2C)CC1 (stereo not drawn)	3	-3	-0.29	-0.23	-0.0083	0.32	-0.18	952	-0.4%	.	.	i	10	-7.2%	.	.	2.4	5.1	5.7
COC(=O)C1=C(C)NC(=S)NC1/C=C/c1ccccc1 (stereo not drawn)	19	7	1.5	-0.24	0.64	-0.013	-0.47	1513	0.0%	-3.2	1099	i	-8	-7.3%	-9	657	2.0	1.9	6.0
COc1ccc(N(CC(=O)Nc2ccc(C)cn2)S(=O)(=O)c2c(C)noc2C)cc1	18	32	1.3	-0.13	0.74	-0.74	-0.22	1600	6.8%	-0.1	1348	i	48	-1.6%	.	.	5.3	1.9	13
COc1ccccc1S(=O)Cc1ccc(C(=O)NCc2ccccc2Cl)o1 (stereo not drawn)	4	0	-0.025	0.089	0.083	-0.91	1	1005	-1.4%	.	.	i	2	-6.4%	.	.	4.6	1.5	5.2
CCOC(=O)N=S(N)(=O)c1ccccc1 (stereo not drawn)	-13	-3	-0.045	-0.035	0.35	-0.46	0.11	1881	-1.5%	-0.8	1016	i	16	-6.2%	8	715	6.3	1.8	3.0
O=C(CCCN1C(=O)c2ccccc2C1=O)OC1CSCC1NC(=O)c1ccccc1 (stereo not drawn)	8	-13	-1.8	-0.11	-1.1	0.88	-0.97	1382	-0.7%	-2.2	915	i	1	-6.4%	.	.	1.9	1.7	7.4
CCOC(=O)N1CCN(C(=O)CSc2ccccc2)CC1	12	15	-0.8	-0.19	-0.15	0.5	-0.32	951	-0.7%	-1.5	1147	i	-9	-7.9%	.	.	2.5	2.2	10

Just WT yeast gro inh mutant strain, CSM14.1 death rescue and Autophagy HCS cell loss 18 h, for 2 of the compounds above:
SMILES	WT yeast gro inh mutant strain	CSM14.1 death rescue	Autophagy HCS cell loss 18 h
CCOC(=O)N=S(N)(=O)c1ccccc1 (stereo not drawn)	-3	-1.5%	16
O=C(CCCN1C(=O)c2ccccc2C1=O)OC1CSCC1NC(=O)c1ccccc1 (stereo not drawn)	-13	-0.7%	1

Assay outcomes deposited in PubChem BioAssay by several laboratories.

Outcome played no part in choosing rows. Share with any hit: about 4%.
